Screening data deposited in PubChem by several laboratories.
MBD2 inh – blocks human MBD2 binding to methylated DNA | Q9UBB5 | TR-FRET, MBD2 binding to methylated oligonucleotide | inhibition, % at 4.4 µM | hit rate 0.31% among 370,000; in the data active = inhibition above about 13%
ABHD4 inh – inhibits mouse alpha/beta hydrolase domain 4. Q8VD66. purified mABHD4, FP-Rh probe fluorescence polarization. inhibition, % at 8.92 µM. hit rate 0.54% among 370,000. AID 720543;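 active = inhibition exceeding the mean over every tested compound plus 3 SD, cut at about 30% in these data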;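 note: 0% = plate median of compound wells and 100% = S159A mutant with DMSO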
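Doses – 8.92 µM, single dose · Material – wild-type mouse ABHD4 protein · Replication – single well per compound (singlicate) · Measure – percent inhibition of probe binding, normalized to plate controls · Schedule – 45 min compound pre-incubation plus 60 min probe step, 25 °C · Detection – fluorescence polarization with parallel and perpendicular emission, 525/598 nm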
PRMT1 FP inh – PRMT1 (human) inhibition, primary screen | hit rate 1.3% among 370,000 | Q99873 | inhibition, % at 2.79 µM | AID 652257 | recombinant PRMT1, activity-based probe fluorescence polarization;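 active = inhibition above about 21% made by adding two undisclosed values, limit read from the data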
NPR1 activator – GC-A (human) enzyme activation; activation, % at 10 µM; HEK293 GC-A cells, cGMP TR-FRET, EC30 ANP; 0% at EC30 ANP, 100% saturating ANP; P16066; hit rate 0.14% among 370,000; in the data active = activation above about 40%
NPR2 activator – GC-B (human) receptor activation; AID 1920062; activation, % at 10 µM; HEK293-GC-B cells, CNP EC30, cGMP TR-FRET; 0% at EC30 CNP, 100% saturating CNP; hit rate 0.11% among 370,000;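 active = activation at 10 µM reaching about 35% in either raw or pattern-adjusted values, limit read from the data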
TCR-CD3 inh – inhibitors of human TCR-CD3 interaction; TAMRA-labeled TCR probe fluorescence, biochemical; inhibition, % at 9.4 µM; hit rate 0.37% among 360,000; AID 651800; in the data active = inhibition above about 19%;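 note: recombinant mutant TCR 2C K166C tagged with TAMRA read by polarization; 0% = receptor in buffer alone and 100% = receptor with positive control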
SIAE primary – human SIAE inhibition, primary screen; hit rate 0.69% among 370,000; Q9HAT2; SIAE FP-Rh probe binding, fluorescence polarization; inhibition, % at 9.66 µM; AID 1053197;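 active = inhibition above a cutoff: mean of compounds within the control limits plus 3 SD of those, cut at about 17% in these data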;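 note: 0% = plate median of compound wells and 100% = probe without SIAE protein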
Target sequence (Q9HAT2 whole entry, looked up): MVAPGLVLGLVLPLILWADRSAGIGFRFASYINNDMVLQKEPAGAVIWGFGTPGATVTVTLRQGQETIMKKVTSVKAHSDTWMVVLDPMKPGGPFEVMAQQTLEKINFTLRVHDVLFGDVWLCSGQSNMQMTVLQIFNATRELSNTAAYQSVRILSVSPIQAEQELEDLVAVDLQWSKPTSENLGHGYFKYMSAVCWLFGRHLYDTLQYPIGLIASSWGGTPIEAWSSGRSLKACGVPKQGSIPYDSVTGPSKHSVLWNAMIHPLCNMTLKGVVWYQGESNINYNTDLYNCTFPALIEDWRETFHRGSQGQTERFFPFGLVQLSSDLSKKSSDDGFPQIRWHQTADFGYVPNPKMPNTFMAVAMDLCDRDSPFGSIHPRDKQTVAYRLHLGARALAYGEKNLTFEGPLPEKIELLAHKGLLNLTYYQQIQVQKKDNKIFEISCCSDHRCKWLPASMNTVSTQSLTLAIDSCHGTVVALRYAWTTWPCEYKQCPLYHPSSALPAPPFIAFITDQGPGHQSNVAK
UHRF1 binding – human UHRF1 methylated DNA binding inhibitors; Q96T88; UHRF1 binding to methylated oligo, TR-FRET; inhibition, % at 4.4 µM; hit rate 0.75% among 370,000; in the data active = inhibition above about 21%;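 note: UHRF1 SRA domain binding a hemimethylated CpG hairpin DNA probe; 0% = median of test compound wells and 100% = reference inhibitor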
rCAG RNA binder – molecules binding r(CAG) RNA repeats. r(CAG) RNA repeat, TO-PRO-1 dye displacement fluorescence. inhibition, % at 3 µM. hit rate 1.3% among 370,000. AID 651821;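 active = inhibition above the plate cutoff, the mean of all test compounds on that plate plus 3 SD, cut at about 35% in these data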;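 note: 0% = DMSO alone and 100% = 100 µM mitoxantrone as full dye displacement; higher means more dye released from RNA so lower well fluorescence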
HTRA1 inhibitor – inhibitors of human serine peptidase HTRA1; recombinant HTRA1, FP-rhodamine activity-based probe, fluorescence polarization; Q92743; inhibition, % at 5.96 µM; hit rate 0.5% among 340,000; in the data active = inhibition above about 36%;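 note: 0% = enzyme with DMSO and 100% = wells lacking enzyme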
Target sequence (Q92743 whole entry, looked up): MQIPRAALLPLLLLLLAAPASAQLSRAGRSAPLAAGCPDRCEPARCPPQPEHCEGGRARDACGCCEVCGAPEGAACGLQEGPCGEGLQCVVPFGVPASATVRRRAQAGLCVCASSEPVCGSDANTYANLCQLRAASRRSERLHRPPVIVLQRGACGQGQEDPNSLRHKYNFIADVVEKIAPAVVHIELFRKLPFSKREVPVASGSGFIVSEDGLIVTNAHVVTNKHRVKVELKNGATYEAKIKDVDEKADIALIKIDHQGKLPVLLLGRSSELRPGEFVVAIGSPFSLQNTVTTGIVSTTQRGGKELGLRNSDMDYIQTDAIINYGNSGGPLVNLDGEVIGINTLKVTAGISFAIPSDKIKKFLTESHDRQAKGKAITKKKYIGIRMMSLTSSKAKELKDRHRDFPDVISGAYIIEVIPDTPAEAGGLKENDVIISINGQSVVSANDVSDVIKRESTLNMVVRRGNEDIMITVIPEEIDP
An asterisk follows results filed as active; x = no result given. An excerpt; count on the stated rates, not on these rows.

SMILES | MBD2 inh | ABHD4 inh | PRMT1 FP inh | NPR1 activator | NPR2 activator | TCR-CD3 inh | SIAE primary | UHRF1 binding | rCAG RNA binder | HTRA1 inhibitor
C=CCn1c(SCC(=O)N(C)C2CCS(=O)(=O)C2)nnc1-c1ccncc1 (stereo not given) | 6 | 4 | -1 | -2 | 3 | 0 | -3 | -2 | -1 | 6
O=c1[nH]c(CSc2nc3ccccc3[nH]2)nc2c1cnn2-c1ccccc1 | 2 | -15 | 3 | 12 | 9 | -6 | -14 | 0 | 13 | -14
CCCCOC1NC(=O)NC(=O)C1(F)C(=O)OCC (stereo not given) | 3 | 1 | 3 | 2 | 1 | 0 | 2 | 3 | -1 | x
COc1ccc(CCn2c(-c3ccc(Cl)cc3)n[nH]c2=S)cc1OC | -1 | 1 | -2 | 0 | -1 | 4 | 8 | 2 | -1 | 3
CC12CCC(=O)N1C(C(=O)Nc1nc3ccc(S(C)(=O)=O)cc3s1)CS2 (stereo not given) | 2 | 2 | -1 | -1 | -5 | -3 | -5 | -5 | 1 | 4
Cc1ccc(CNC(=O)CN2c3cccc4cccc(c34)S2(=O)=O)cc1 | 3 | -8 | 7 | -1 | -3 | -6 | -10 | 4 | 12 | -29
Cn1c(=O)c2c(SCc3cccc(C(F)(F)F)c3)nc(-c3ccco3)nc2n(C)c1=O | -3 | -2 | -2 | 2 | -4 | 0 | -3 | -1 | 0 | 0
O=S1(=O)c2cc(Cl)ccc2N2CC[C@H](C2)N1Cc1ccc(Cl)c(Cl)c1 | 0 | 4 | 3 | -7 | -1 | 4 | 1 | -2 | 3 | x
Cc1cc(N2CCCC2=O)cc(C)c1S(=O)(=O)Nc1c(C)nn(C)c1C | -1 | -1 | -5 | -3 | 3 | -1 | -2 | -2 | -5 | -3
CCc1nc2ccc(C(=O)NCc3ccc4c(c3)OCO4)cn2c1N(C)CCC(C)C | 5 | -5 | -1 | 0 | 5 | 5 | 8 | -2 | 2 | x
Cc1cc(Nc2ccc(Br)c(C)c2)n2nc(C)nc2n1 | 2 | -5 | 4 | 22 | 15 | -6 | -2 | 6 | -2 | -6
O=C(Nc1ccccc1)Nc1nccs1 | 3 | 4 | 0 | -1 | 4 | 1 | 1 | 4 | 0 | -3
COc1ccc(CC(=O)NCCc2cnc[nH]2)cc1 | -1 | 1 | -3 | 0 | -2 | 2 | 4 | -2 | 1 | 2
Cc1nn(-c2ccc(F)cc2)c(C)c1CN1CCN(CCC(C)C)C(CCO)C1 (stereo not given) | 2 | 2 | -2 | -5 | 4 | -1 | -2 | 3 | -11 | 9
CC(C)CCn1c(S(=O)(=O)O)nc2ccccc21 | -1 | 5 | 0 | 4 | -2 | 6 | 0 | 0 | 4 | -1

The list goes on; the last 2 above are carried over.
SMILES | MBD2 inh | ABHD4 inh | PRMT1 FP inh | NPR1 activator | NPR2 activator | TCR-CD3 inh | SIAE primary | UHRF1 binding | rCAG RNA binder | HTRA1 inhibitor
Cc1nn(-c2ccc(F)cc2)c(C)c1CN1CCN(CCC(C)C)C(CCO)C1 (stereo not given) | 2 | 2 | -2 | -5 | 4 | -1 | -2 | 3 | -11 | 9
CC(C)CCn1c(S(=O)(=O)O)nc2ccccc21 | -1 | 5 | 0 | 4 | -2 | 6 | 0 | 0 | 4 | -1
COc1cc(/C=C2\CCc3ccccc3C2=O)cc(OC)c1OC | 4 | -7 | -4 | 2 | 5 | 6 | 11 | -2 | -6 | -2
Cc1cc(=O)oc2cc3c(cc12)OCCN3 | -3 | 3 | 2 | 0 | -6 | -6 | -1 | -3 | -1 | 5
COc1ccccc1S(=O)(=O)NCc1ccc(C(=O)N(C)Cc2ccc(F)cc2)cc1 | 2 | -4 | -3 | -5 | 2 | 12 | -1 | -2 | 0 | 0
COC(=O)c1ccc(NC(=O)Cn2c([N+](=O)[O-])cnc2C)cc1 | -5 | 1 | 3 | 3 | 8 | 4 | -6 | 1 | 0 | 1
COc1ccc([N+](=O)[O-])cc1NC(=O)C1C2C=CC(C2)C1C(=O)O (stereo not given) | -4 | 2 | -1 | -1 | 2 | 9 | -3 | 2 | 2 | 2
O=C(c1ccsc1)N1CCCC(Nc2cccc(F)c2)C1 (stereo not given) | 4 | 1 | -2 | 2 | -11 | 3 | 10 | -3 | -4 | -1
Cc1ccc(C(=O)Nc2ccc(Oc3ccc(C(=O)O)c(C(=O)O)c3)cc2)cc1C | 4 | 0 | 1 | -2 | 2 | -3 | 0 | 0 | 10 | -8
O=c1c2ccccc2oc2nc(-c3ccco3)n(-c3ccccc3)c(=O)c12 | -6 | 0 | 0 | 1 | -5 | 0 | -4 | 0 | -2 | -6
CC(C)c1nc(N2CCOCC2)c(C#N)c2c1COC(C)(C)C2 | 0 | -1 | -2 | 1 | 4 | 5 | 7 | -4 | -10 | -4
O=C(Nc1ccc(F)c(Cl)c1)Nc1cnccn1 | 8 | 6 | 6 | -2 | -7 | 4 | -2 | 2 | 0 | 5
CCOC(=O)c1ccc(NC(=O)Nc2cc(C)cc(C)n2)cc1 | -1 | -2 | -1 | 1 | -8 | -1 | 0 | -2 | -1 | x
COc1cccc(N2CCN(C(=O)CCn3nnc4ccccc43)CC2)c1 | -2 | -2 | 1 | -3 | -9 | x | 0 | 1 | 0 | x
COc1ccc(Nc2nc(CC(C)=O)ns2)cc1 | 5 | -3 | 5 | -3 | -5 | -8 | 9 | 1 | 3 | -6
Cc1c(Cl)cccc1NC(=O)CSC(C)c1nc2ccccc2c(=O)[nH]1 (stereo not given) | 0 | 3 | 4 | 1 | -5 | -1 | 3 | 1 | -2 | 0
CCC(C)NC(=O)CCS(=O)(=O)c1ccc(Br)s1 (stereo not given) | -4 | -4 | -1 | 1 | -5 | -5 | 5 | 5 | 1 | -6

Compounds listed so far with a thiophene ring, fused or not, in the order listed:
SMILES | MBD2 inh | ABHD4 inh | PRMT1 FP inh | NPR1 activator | NPR2 activator | TCR-CD3 inh | SIAE primary | UHRF1 binding | rCAG RNA binder | HTRA1 inhibitor
O=C(c1ccsc1)N1CCCC(Nc2cccc(F)c2)C1 (stereo not given) | 4 | 1 | -2 | 2 | -11 | 3 | 10 | -3 | -4 | -1
CCC(C)NC(=O)CCS(=O)(=O)c1ccc(Br)s1 (stereo not given) | -4 | -4 | -1 | 1 | -5 | -5 | 5 | 5 | 1 | -6

Additional records.
SMILES | MBD2 inh | ABHD4 inh | PRMT1 FP inh | NPR1 activator | NPR2 activator | TCR-CD3 inh | SIAE primary | UHRF1 binding | rCAG RNA binder | HTRA1 inhibitor
O=C(NCc1ccco1)C1CCCN1C(=O)Nc1ccccc1Cl (stereo not given) | 4 | -2 | 1 | 5 | 4 | -1 | 6 | 3 | -1 | 4
COc1cccc(/C=C/C(=O)OCC(=O)Nc2ccc3c(c2)OCCO3)c1 | -2 | -8 | 1 | 0 | 0 | -2 | 3 | 3 | 4 | -1
Cn1c(=O)c2c(nc(SCC(=O)NCc3ccc4c(c3)OCO4)n2Cc2ccc(F)cc2)n(C)c1=O | 4 | 8 | 1 | -1 | 1 | -1 | 8 | 0 | 5 | -6
O=C(COC(=O)c1cc(=O)[nH]c2ccccc12)Nc1ccc(F)cc1F | -4 | -10 | -4 | -1 | -2 | -2 | -8 | 1 | 0 | -6
CCN(CC(=O)Nc1c(F)cccc1F)C(=O)/C=C/c1ccc(OCC#N)c(OC)c1 | -5 | 2 | -1 | 2 | -3 | -2 | -4 | -5 | 5 | -3
COCCSc1nnc(NC(=O)C2CCCCC2)s1 | 2 | 5 | 1 | 2 | -1 | -2 | 2 | 1 | -5 | 3
Cc1nn(C)c(C)c1NC(=O)CSc1nc(Cc2ccccc2)nc2c1cnn2-c1ccccc1 | 3 | -5 | -1 | 4 | 6 | 8 | -3 | 16 | 2 | -2
CC(C)CCn1c(=O)c2ccccc2n2c(=S)[nH]nc12 | 3 | -3 | 7 | 2 | 2 | -3 | 6 | 0 | 9 | 3
Cc1nnnn1CC(=O)Nc1cccc([N+](=O)[O-])c1 | 1 | 4 | 0 | -4 | 4 | 1 | 3 | 2 | -1 | 7
Cc1ccc(S(=O)(=O)Cn2cnnn2)cc1 | 8 | -9 | 7 | -6 | 4 | -3 | -3 | 6 | 2 | -3
COc1ccc(N2CCN(C(c3cc4ccc(C)cc4[nH]c3=O)c3nnnn3C3CCCC3)CC2)cc1 (stereo not given) | 1 | 3 | 10 | -3 | -2 | -3 | 9 | 0 | 14 | -3
COC(=O)c1cc(Br)c(=O)n(Cc2ccncc2)c1 | -5 | 0 | 0 | 8 | 2 | -3 | 0 | 0 | 3 | 6
CC1(C)CC(=O)C2=C(C1)NC(Nc1nc3ccccc3o1)=NC21CCCC1 | -6 | 9 | 0 | 0 | -3 | -1 | 5 | -1 | 4 | 1
COc1cccc(COc2ccc3ccc(=O)oc3c2)c1 | 0 | -9 | -2 | 5 | 0 | -2 | 2 | -3 | -1 | -9
CCOC(=O)c1sc(=S)n(-c2ccccc2)c1NC(C)=O | 3 | 2 | 0 | 5 | -5 | -3 | 1 | 6 | -1 | 2
Cc1cccc(C(=O)c2cn[nH]c2-c2ccccc2O)c1 | 3 | -3 | 7 | -8 | -6 | -6 | -1 | 3 | 4 | 4
Cc1coc(C)c1C(=O)CC1(O)C(=O)N(CCc2ccccc2)c2ccccc21 (stereo not given) | -1 | 0 | 7 | 0 | 1 | 10 | -13 | -2 | 11 | -32
CCN(CC)C(=O)c1sc(N)c(C(=O)OC(C)C)c1C | 9 | -5 | 8 | -1 | 8 | -3 | -7 | 6 | -5 | -4
O=C(OCc1cn([C@@H]2CN(CC3CCCCC3)[C@@H](c3ccccc3)C[C@H]2O)nn1)c1ccccc1 | -6 | 4 | 0 | -1 | 10 | -1 | -10 | -1 | 7 | -42
Cc1cccc(NC(=O)CSCC(=O)Nc2ccc(S(=O)(=O)N3CCCC3)cc2)c1 | 0 | -5 | 2 | 1 | 2 | -1 | -2 | 3 | 5 | -5
CC(C)N(Cc1nc(-c2ccc(Cl)cc2)no1)C(=O)CCCN1C(=O)c2ccccc2C1=O | -2 | -2 | 1 | 3 | 1 | 7 | -3 | -3 | 0 | -12
Cc1ccc(NC(=S)NC(C)(C)C)c([N+](=O)[O-])c1 | -9 | 2 | 0 | -3 | 5 | 2 | 7 | -1 | 1 | 8
O=C(O)C(c1ccccc1)N1C(=O)c2ccccc2C1=O (stereo not given) | 5 | 1 | 2 | -1 | 2 | 0 | 0 | 3 | -3 | -2
COc1ccc(C(=O)N2CCN(S(=O)(=O)c3ccc(C)cc3C)CC2)cc1OC | -2 | 0 | 6 | 1 | 4 | -11 | -2 | 0 | -2 | -2
CC(=O)Nc1cc(-c2cccc(F)c2)cn2c(-c3ccc(F)cc3)cnc12 | 0 | -8 | -1 | -7 | 7 | 11 | 4 | -3 | 4 | x
CCOc1ccccc1C(=O)OCC(=O)Nc1cc(S(=O)(=O)N2CCOCC2)ccc1C | 0 | 0 | -4 | -3 | 5 | -1 | 1 | 0 | 0 | -6
CCOc1ccc(CN2CCCC(CO)(Cc3ccccc3F)C2)cc1 (stereo not given) | 0 | 2 | -1 | -2 | 0 | 2 | 9 | 0 | -11 | -7
CCOC(=O)c1c(C)n(C)c2ccc(OCC(O)CNCCc3ccccc3)cc12 (stereo not given) | 1 | 7 | 1 | -20 | -8 | -4 | -2 | 4 | 8 | 1
COc1ccccc1CNC(=O)[C@@H]1CCCN1S(=O)(=O)c1ccc(C)cc1 | -1 | 1 | -1 | -3 | 6 | 3 | -4 | 0 | -4 | -21
Cc1cc(C)nc(/N=C(\N)Nc2ccccc2-c2ccccc2)n1 | -1 | 0 | -2 | -44 | -14 | 4 | 0 | 5 | 15 | -1
